NS5 inhibitors – Dengue-2 NS5 methyltransferase inhibitors, primary screen, biochemical, confirmation dose response (AID 588689); Dengue-2 NS5 methyltransferase capping enzyme assay, biochemical; higher % means a stronger effect; inhibition, % at 25 µM; hits with a dose series show IC50 in µM; actives 0.3% (n = 340,000); in the data active means a potency from the dose series; inconclusive means inhibition above about 29% without an active follow-up result
GPR35 arrestin U2OS – GPR35 antagonists blocking zaprinast-driven arrestin recruitment, primary screen, imaging, U2OS, beta-arrestin-GFP, zaprinast agonist (AID 2058); inhibition, % at 10 µM; hits with a dose series show IC50 in µM; actives 0.052% (n = 290,000); U2OS GPR35 beta-arrestin-GFP translocation imaging, zaprinast antagonism; higher % means a stronger effect;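 active means inhibition of at least 50% with at least 30 cells and total cytoplasm GFP at most 10,000,000; inconclusive means under 30 cells or total GFP of 10,000,000 plus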
MgcRacGAP inhibition – MgcRacGAP GTPase-activating activity inhibitors, confirmation, biochemical, ADP Hunter fluorescence; MgcRacGAP-stimulated Rac1 GTP hydrolysis, ADP Hunter fluorescence; higher % means a stronger effect; GST-tagged Rac1 F28L mutant substrate; inhibition, % at 30 µM; hits with a dose series show IC50 in µM; actives 0.6% (n = 340,000); AID 624330;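 active means first-screen hits whose inhibition reached a set limit at any dose in the follow-up dose series; inconclusive means inhibition above the set first-screen limit but never retested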;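 further: fluorescence reports GDP produced by GAP-driven GTP hydrolysis; strong numbers were not always called active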
PhoP inhibition – inhibitors of PhoP regulon expression, primary screen, Salmonella Typhimurium, GFP reporter (AID 1863); S. Typhimurium PhoP-regulated promoter GFP reporter, 4 h; higher % means a stronger effect; actives 0.16% (n = 300,000); one-dose inhibition, % at 50 µM; IC50 in µM for titrated hits;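 active means inhibition over 29.93%, a cutoff 3 SD above the screen mean, later confirmed by dose response; inconclusive means inhibition over 29.93% but no dose response follow-up; inactive means inhibition at most 29.93% or unconfirmed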;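 further: 0% = low Mg2+ inducing control and 100% = high Mg2+ repressing control; strong numbers were not always called active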
CSM14.1 death rescue – protection against thapsigargin-triggered cell killing – 384-well, CSM14.1, ATP luminescence, primary screen (AID 1222) | CSM14.1 thapsigargin-induced death rescue, ATP luminescence; higher % means a stronger effect | cellular ATP content (survival), % at 20 µM; hits with a dose series show EC50 in µM | 190,000 tested, under 10 active;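 active means EC50 below 50 µM in the dose-response confirmation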;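 further: death triggered by thapsigargin at about 15 µM added after 2 h compound pretreatment; cell ATP read after overnight thapsigargin exposure of roughly 18 to 22 hours; normalized against plate controls of thapsigargin alone and 5% DMSO vehicle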
West Nile antiviral – West Nile virus antiviral activity, cell-based, CPE readout (AID 1621). West Nile virus-infected cells, CPE inhibition; higher % means a stronger effect. CPE inhibition, % at 10 µM, or IC50 in µM where a hit was titrated. actives 0.02% (n = 290,000); in the data active means a potency from the dose series; inconclusive means CPE inhibition mostly from about 3.7% at the one dose, without a potency; inactive means the rest, 99 in 100 with CPE inhibition below about 2.2%; further: strong numbers were not always called active
SV40 large T antigen – TAg ATPase/helicase activity blockers – biochemical (AID 1903). SV40 large T antigen ATPase/helicase inhibition assay; higher % means a stronger effect. one-dose inhibition, % at 20 µM; IC50 in µM for titrated hits. actives 0.39% (n = 310,000); in the data active means a potency from the dose series; inconclusive means inhibition mostly from about 32% at the one dose, without a potency; inactive means the rest, 99 in 100 with inhibition below about 32%; further: strong numbers were not always called active
RSV antiviral HEp-2 – RSV antiviral activity via CPE protection, HEp-2 cells, primary 10 µM value included (AID 2391); CPE inhibition, % at 10 µM; hits with a dose series show IC50 in µM; actives 0.13% (n = 310,000); HEp-2 cells, RSV-induced CPE inhibition; higher % means a stronger effect; in the data active means a potency from the dose series; inconclusive means CPE inhibition mostly from about 23% at the one dose, without a potency; inactive means the rest, 99 in 100 with CPE inhibition below about 21%; further: strong numbers were not always called active
LYP inhibition – PTPN22 lymphoid phosphatase activity blockers – biochemical, fluorescence intensity, uHTS (AID 1779). recombinant LYP phosphatase, fluorescence intensity; higher % means a stronger effect. one-dose inhibition, % at 11.5 µM; IC50 in µM for titrated hits. actives 0.054% (n = 290,000); in the data active means inhibition above about 50%;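 further: plate controls were vehicle with enzyme for no effect and no enzyme for full effect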
NS5 inhibitors pilot replicate – also measured in NS5 inhibitors; calls as there; inhibition, %; measured here: pilot screen replicate inhibition
* = called active by the depositor; ? = inconclusive; / = not tested or not shown.

SMILES | NS5 inhibitors | GPR35 arrestin U2OS | MgcRacGAP inhibition | PhoP inhibition | CSM14.1 death rescue | West Nile antiviral | SV40 large T antigen | RSV antiviral HEp-2 | LYP inhibition | others
COC(=O)CCCC1=CC2=C(c3ccccc3)C(=O)C(C)(OC(=O)C3CCCC3)C(=O)C2=CN1CCN1CCOCC1 (stereo not drawn) | 25% | -12% | 13% | -2% | / | 0.4% | 7% | 0.8% | -3%
O=C(c1ccco1)N(Cc1ccc2c(c1)OCO2)Cc1cc2cc3c(cc2[nH]c1=O)OCO3 | -11% | 8% | 4% | -5% | / | 0.3% | 8% | 0.8% | -2%
CCCn1c(CN2CCN(C(=O)c3ccco3)CC2)nc2c1c(=O)n(C)c(=O)n2C | -2% | -24% | -6% | -5% | / | -0.3% | 6% | 1.5% | -4%
O=C(c1ccc(S(=O)(=O)Nc2ccc(F)cc2)cc1)N1CCN(C(=O)c2ccco2)CC1 | -6% | -5% | 9% | -7% | -3.0% | -0.3% | 4% | 5.8% | -3%
COCCSc1ccccc1C(=O)Nc1cc(C)ccn1 | -5% | 6% | 11% | -12% | -1.5% | -0.4% | 3% | 3.0% | -6%
Oc1ccccc1-c1cc(-c2ccccc2Cl)[nH]n1 | 2% | -3% | 12% | 7% | -0.7% | -0.9% | 7% | 8.6% | -4%
COCCN(CCOC)S(=O)(=O)c1ccc(C(=O)NC2CCN(Cc3ccccc3)CC2)cc1 | -6% | 2% | 15% | -1% | 1.5% | -0.5% | 5% | 0.8% | -4%
O=C(COC(=O)c1cccc(Br)c1)Nc1cccc2c1C(=O)c1ccccc1C2=O | 5% | 9% | -1% | -1% | 1.3% | 2.7% | 8% | 2.5% | -9%
Cc1nn(C)c(C)c1S(=O)(=O)N1CCC(C(=O)NC2CCCCC2)CC1 | 3% | 6% | 0% | 31% | 0.2% | 1.1% | 21% | -0.7% | 3%
Cc1ccc2[nH]c3c(c2c1)CN(C(=O)CN1CCN(c2ccccc2F)CC1)CC3 | / | 2% | / | 25% | -1.8% | -0.3% | 9% | / | -1%
Cc1nc([N+](=O)[O-])c(N2CCOCC2)n1Cc1ccccc1 | / | 5% | / | -6% | / | -0.1% | 11% | / | -8%
Cc1cc(N2C(=O)C3C4CCC(C4)C3C2=O)no1 (stereo not drawn) | -2% | -3% | -4% | -1% | -0.4% | -0.4% | 9% | 0.5% | -9%
CCN(CC)S(=O)(=O)c1ccc(N2CCCC2)c(NC(=O)CC(C)(C)C)c1 | 0% | 0% | 9% | -12% | / | -0.5% | 3% | -1.7% | -5%
Cc1cccn2c(CNCC3(c4ccccc4)CCCC3)c(C(=O)N3CCOCC3)nc12 | -4% | -2% | 1% | -9% | -5.4% | -0.8% | 22% | -2.7% | -3%
Cn1c(O)c(N=NC(=O)CNC(=O)/C=C/c2ccccc2)c2ccccc21 | -3% | 13% | 15% | -10% | / | 0.7% | 9% | 2.9% | -4%
CCCNC1CCS(=O)(=O)C1 (stereo not drawn) | -4% | 7% | 4% | 6% | -2.0% | -0.1% | 8% | 2.0% | -6%
O=S(=O)(Nc1ccc(Nc2ccccc2)cc1)c1ccc(F)cc1 | 2% | / | -1% | / | / | / | 19% | 11% | /
CC(C)C[C@H](NC(=O)NCCc1ccc(Cl)cc1)C(=O)O | 1% | 0% | 13% | -11% | -0.7% | 0.3% | -1% | 1.7% | -6%
COc1ccc(NC(=O)c2ccccc2SC)cc1OC | -8% | 7% | 2% | 4% | 0.4% | -0.2% | 34% | 0.4% | -3%
COc1ccc(-n2c(Cc3cccn3C)nnc2SCC(=O)Nc2cccc(C)c2C)cc1 | -7% | 14% | 8% | 3% | / | -0.7% | 4% | -0.5% | 0%
Cc1ccc(C2C(C#N)=C(N)Oc3c2c(=O)n(C)c(=O)n3C)cc1 (stereo not drawn) | -4% | 2% | 6% | 0% | -0.8% | 1.4% | 16% | 1.8% | -9%
O=C(C1CCN(S(=O)(=O)c2cccc3cccnc23)CC1)N1CCn2c1nc1ccccc12 | -2% | 25% | 5% | -9% | 0.6% | / | 0% | 0.0% | -9%
CCOC(=O)c1csc(-n2nc(C)cc2C(F)(F)F)n1 | -7% | -3% | 0% | 7% | -0.5% | 0.6% | 6% | -0.5% | -4%
CCOC(=O)CNC(=O)Cn1cnc2c(nnn2-c2ccc(OC)cc2)c1=O | -5% | -3% | 11% | -5% | / | 0.1% | 12% | 1.7% | -6%
NC(=O)c1cccnc1Nc1ccccc1Cl | 1% | 0% | 4% | 7% | -1.0% | -0.2% | 1% | 3.3% | -9%
Cc1cccc(NC(=O)Nc2cccc(F)c2)n1 | -33% | 18% | 11% | -2% | -1.5% | 0.0% | 11% | 2.6% | -8%
COCCCNC(=O)CSc1nc2c(sc(=S)n2-c2cc(Cl)ccc2OC)c(=O)[nH]1 | 0% | -9% | -3% | / | / | 0.1% | 24% | 1.2% | -3%
O=C(COC(=O)c1ccc(O)cc1O)N=c1sccn1Cc1ccccc1Cl | -4% | / | 7% | 9% | / | / | 4% | 16% | /
COc1ccc(-c2nc(SC(CC(=O)NCCN3CCOCC3)c3cccs3)n[nH]2)cc1 (stereo not drawn) | -1% | -2% | 6% | 0% | 1.4% | 0.1% | 11% | -0.1% | -8%
Cn1c(C(=O)OC(C(=O)NC2CCCC2)c2cccnc2)cc2sccc21 (stereo not drawn) | -4% | -14% | -3% | -2% | -1.5% | -0.9% | 9% | 0.5% | -1%

Arranged by heavy-atom count (ascending): part of the list above
SMILES | NS5 inhibitors | GPR35 arrestin U2OS | MgcRacGAP inhibition | PhoP inhibition | CSM14.1 death rescue | West Nile antiviral | SV40 large T antigen | RSV antiviral HEp-2 | LYP inhibition | others
CCCNC1CCS(=O)(=O)C1 (stereo not drawn) | -4% | 7% | 4% | 6% | -2.0% | -0.1% | 8% | 2.0% | -6%
NC(=O)c1cccnc1Nc1ccccc1Cl | 1% | 0% | 4% | 7% | -1.0% | -0.2% | 1% | 3.3% | -9%
Cc1cccc(NC(=O)Nc2cccc(F)c2)n1 | -33% | 18% | 11% | -2% | -1.5% | 0.0% | 11% | 2.6% | -8%
CCOC(=O)c1csc(-n2nc(C)cc2C(F)(F)F)n1 | -7% | -3% | 0% | 7% | -0.5% | 0.6% | 6% | -0.5% | -4%
CC(C)C[C@H](NC(=O)NCCc1ccc(Cl)cc1)C(=O)O | 1% | 0% | 13% | -11% | -0.7% | 0.3% | -1% | 1.7% | -6%
O=S(=O)(Nc1ccc(Nc2ccccc2)cc1)c1ccc(F)cc1 | 2% | / | -1% | / | / | / | 19% | 11% | /
Cn1c(C(=O)OC(C(=O)NC2CCCC2)c2cccnc2)cc2sccc21 (stereo not drawn) | -4% | -14% | -3% | -2% | -1.5% | -0.9% | 9% | 0.5% | -1%
CCOC(=O)CNC(=O)Cn1cnc2c(nnn2-c2ccc(OC)cc2)c1=O | -5% | -3% | 11% | -5% | / | 0.1% | 12% | 1.7% | -6%
COCCCNC(=O)CSc1nc2c(sc(=S)n2-c2cc(Cl)ccc2OC)c(=O)[nH]1 | 0% | -9% | -3% | / | / | 0.1% | 24% | 1.2% | -3%
COc1ccc(-c2nc(SC(CC(=O)NCCN3CCOCC3)c3cccs3)n[nH]2)cc1 (stereo not drawn) | -1% | -2% | 6% | 0% | 1.4% | 0.1% | 11% | -0.1% | -8%
COc1ccc(-n2c(Cc3cccn3C)nnc2SCC(=O)Nc2cccc(C)c2C)cc1 | -7% | 14% | 8% | 3% | / | -0.7% | 4% | -0.5% | 0%

Following part:
SMILES | NS5 inhibitors | GPR35 arrestin U2OS | MgcRacGAP inhibition | PhoP inhibition | CSM14.1 death rescue | West Nile antiviral | SV40 large T antigen | RSV antiviral HEp-2 | LYP inhibition | others
Cc1cc(C)nc(OC(C(=O)O)C(OCCc2ccccc2)(c2ccc(F)cc2)c2ccc(F)cc2)n1 (stereo not drawn) | 26% | -5% | -3% | -3% | / | -0.3% | 15% | 13% | 3%
COc1ccc(OC(=O)COc2cccc(C)c2)cc1 | 4% | -3% | 53µM* | -7% | / | 0.1% | 20% | 1.8% | -11%
CCS(=O)(=O)c1ccc2oc(SCC(=O)N3CCCCC3)nc2c1 | -7% | -7% | 3% | -7% | -1.2% | -1.0% | 5% | 4.6% | -8%
COc1cc2c(cc1OC)CN(C(=O)c1cccs1)CC2 | -3% | 7% | 8% | -10% | 1.3% | 0.2% | 5% | 2.1% | 0%
Cc1cc(C)n2nc(C(=O)N/N=C/c3ccccc3Cl)nc2n1 | 1% | -14% | 2% | -2% | -1.6% | 0.0% | 3% | 0.6% | -6%
CN(C(=O)COC(=O)c1ccc(Br)c([N+](=O)[O-])c1)c1c(N)n(Cc2ccccc2)c(=O)[nH]c1=O | 1% | / | 7% | 8% | / | / | 7% | -1.3% | /
O=C(OC1CCCCC1=O)c1ccc(F)c(S(=O)(=O)N2CCOCC2)c1 (stereo not drawn) | -9% | / | 7% | -7% | / | / | 14% | 0.8% | /
Cc1nc(NC(=O)C2CC2)sc1C(=O)Nc1ccc(Br)cc1 | 0% | 5% | 7% | -6% | / | -1.3% | 9% | 2.3% | -5% | NS5 inhibitors pilot replicate=-3.6
O=C(CNC(=O)c1ccccc1)OCC(=O)N1c2ccccc2Sc2ccccc21 | 1% | 1% | 8% | -3% | 0.4% | -0.3% | 9% | 1.3% | 6%
O=C(CCc1nnc(CCCc2ccccc2)o1)NC(C1CC1)C1CC1 | -5% | 5% | 12% | -8% | -0.2% | 1.1% | 22% | 1.7% | -6%
CCN(CC(=O)NCc1ccccc1Cl)CC(=O)Nc1c(F)cccc1F | 0% | 10% | ? | -6% | / | -0.2% | 7% | 1.6% | -1%
O=C(CSc1ncnc2ccccc12)NCc1ccco1 | -13% | -4% | 14% | -2% | -2.2% | 0.4% | 2% | -1.6% | 0%
COc1cc(NC(=O)C2CCN(c3cnccn3)CC2)cc(OC)c1 | 0% | 10% | 7% | 3% | / | 0.6% | 2% | 1.0% | 0%
O=C(NCCc1ccccc1)C(c1cccs1)N(C(=O)CCl)c1ccc(Cl)cc1 (stereo not drawn) | -5% | 8% | -19% | 7% | -2.6% | -0.8% | 1% | -1.8% | -6%

2 records drawn at random from the list so far, as already listed:
SMILES | NS5 inhibitors | GPR35 arrestin U2OS | MgcRacGAP inhibition | PhoP inhibition | CSM14.1 death rescue | West Nile antiviral | SV40 large T antigen | RSV antiviral HEp-2 | LYP inhibition | others
COc1ccc(-n2c(Cc3cccn3C)nnc2SCC(=O)Nc2cccc(C)c2C)cc1 | -7% | 14% | 8% | 3% | / | -0.7% | 4% | -0.5% | 0%
COc1ccc(-c2nc(SC(CC(=O)NCCN3CCOCC3)c3cccs3)n[nH]2)cc1 (stereo not drawn) | -1% | -2% | 6% | 0% | 1.4% | 0.1% | 11% | -0.1% | -8%

Compounds were not picked by outcome. About 1.5% of those tested had a hit in this group.
